DUSP3 inh – VHR1 phosphatase inhibitors, primary screen, biochemical, absorbance, uHTS; 290,000 compounds, 0.52% hits; Dual specificity protein phosphatase 3 (Homo sapiens), P51452; inhibition, % at 13.3 µM; recombinant VHR phosphatase, pNPP absorbance; in the data active = inhibition above about 50%; note: some compounds called inactive have numbers as strong as hits
BoNT-A LC inh2 – BoNT/A light chain protease inhibitors, primary screen, biochemical, flow cytometry, MLPCN library. inhibition, % at 10 µM. 360,000 compounds, 0.17% hits. multiplex microsphere protease substrate cleavage. Botulinum neurotoxin type A light chain protease (Clostridium botulinum A str. ATCC 3502); note: plate controls were buffer without enzyme for full effect and enzyme alone for no effect
PrPC TRFRET – inhibitors of human cell surface prion protein PrPC, primary screen, cell-based, TR-FRET; TR-FRET read-out; 370,000 compounds, 0.43% hits; Major prion protein (Homo sapiens), P04156; inhibition, % at 13.8 µM; in the data active = inhibition above about 24%; note: 0% = median of the test wells and 100% = reference compound wells
PriA SSB inh – inhibitors of Klebsiella pneumoniae PriA binding to SSB C-terminal tail, primary screen, biochemical, AlphaScreen. PriA–SSB C-terminal tail interaction (Klebsiella pneumoniae). AlphaScreen SSBct-PriA binding, biotinylated peptide. inhibition, % at 33 µM. 430,000 compounds, 0.6% hits; in the data active = inhibition mostly above about 37%, no sharp cut-off; inactive = mostly below about 20%;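 note: plate controls were negative control peptide for no effect and reference peptide for full effect; strong numbers were not always called active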
BoNT-F LC inh – BoNT/F light chain protease inhibitors, primary screen, biochemical, flow cytometry, MLPCN library | Botulinum neurotoxin type F light chain protease (Clostridium botulinum) | Multiplex microsphere protease cleavage assay | inhibition, % at 10 µM | 360,000 compounds, 0.22% hits; in the data active = inhibition above about 35%, passing the limit was not always enough; inconclusive = no clear call, values can overlap the other calls; note: plate controls were buffer without enzyme for full effect and enzyme alone for no effect
MazEF act – activators of E. coli MazEF toxin-antitoxin RNase, primary screen, biochemical, fluorescence, uHTS; FAM/BHQ RNA-DNA oligo cleavage fluorescence, 5 h; activation, % at 20 µM; 350,000 compounds, 0.32% hits; in the data active = activation above about 50%
Target sequence (P0AE70 whole entry, looked up): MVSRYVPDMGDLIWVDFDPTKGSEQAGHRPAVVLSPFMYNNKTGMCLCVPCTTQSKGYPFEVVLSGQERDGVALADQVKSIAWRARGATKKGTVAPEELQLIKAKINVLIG
SARS 3CLpro inh – SARS-CoV 3CLpro protease inhibitors, primary screen, biochemical, quenched FRET; Replicase polyprotein 1ab (Severe acute respiratory syndrome coronavirus), P0C6X7; recombinant SARS-CoV 3CLpro, quenched FRET peptide cleavage; inhibition, % at 6 µM; 290,000 compounds, 0.14% hits; AID 1706, 2009; in the data active = inhibition above about 12%
Anthrax LF inh2 – Bacillus anthracis LF protease inhibitors, primary screen, biochemical, multiplex microsphere, MLPCN library; Lethal factor (Bacillus anthracis), P15917; multiplex microsphere protease cleavage assay; inhibition, % at 10 µM; 360,000 compounds, 0.12% hits; AID 588501, 2011; note: plate controls were buffer without enzyme for full effect and enzyme alone for no effect
Target sequence (P15917 whole entry, looked up): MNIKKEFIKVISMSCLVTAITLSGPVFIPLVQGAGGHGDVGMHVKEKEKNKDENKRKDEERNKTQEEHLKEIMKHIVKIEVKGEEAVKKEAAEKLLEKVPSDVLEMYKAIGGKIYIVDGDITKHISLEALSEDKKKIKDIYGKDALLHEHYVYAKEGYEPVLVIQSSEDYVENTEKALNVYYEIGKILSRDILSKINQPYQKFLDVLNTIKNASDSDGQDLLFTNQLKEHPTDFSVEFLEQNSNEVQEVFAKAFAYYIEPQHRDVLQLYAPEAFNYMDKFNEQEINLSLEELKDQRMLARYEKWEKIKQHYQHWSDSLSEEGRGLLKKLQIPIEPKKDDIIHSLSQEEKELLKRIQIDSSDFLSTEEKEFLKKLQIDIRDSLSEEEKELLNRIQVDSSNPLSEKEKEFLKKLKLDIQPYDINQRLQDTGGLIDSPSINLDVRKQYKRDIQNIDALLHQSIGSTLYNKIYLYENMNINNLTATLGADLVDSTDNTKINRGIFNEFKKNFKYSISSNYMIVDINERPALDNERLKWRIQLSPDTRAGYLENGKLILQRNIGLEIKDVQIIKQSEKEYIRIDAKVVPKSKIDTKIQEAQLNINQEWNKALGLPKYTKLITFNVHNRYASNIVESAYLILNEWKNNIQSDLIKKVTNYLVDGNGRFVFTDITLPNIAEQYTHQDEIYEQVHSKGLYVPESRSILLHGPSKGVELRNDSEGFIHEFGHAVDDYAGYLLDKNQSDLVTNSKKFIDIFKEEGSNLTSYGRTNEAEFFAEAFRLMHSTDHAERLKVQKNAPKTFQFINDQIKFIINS
Rv3671c inh – Rv3671c serine protease inhibitors, primary screen, biochemical, fluorescence polarization, M. tuberculosis H37Rv | inhibition, % at 5.96 µM | 320,000 compounds, 0.048% hits | AID 2606, 2010; in the data active = inhibition above about 38%;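 note: extracellular domain of Rv3671c used as enzyme; 0% = enzyme with DMSO and 100% = no enzyme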
CCHFV vOTU inh – CCHFV vOTU protease inhibitors, primary screen, biochemical, Pep-AMC substrate, fluorescence; inhibition, % at 11.5 µM; Crimean-Congo hemorrhagic fever virus L polyprotein viral ovarian tumor (vOTU) protease …; 370,000 compounds, 0.55% hits; in the data active = inhibition above about 30%; note: 0% = vehicle wells with enzyme and 100% = no enzyme wells
* hit, by the source's call; ? = inconclusive; . = no result given; & = joins results of further samples. Cut-off read from the data, not from the text of the source, unless noted: active = inhibition above about 30%; inconclusive = no clear call, values can overlap the other calls; inactive = below that. Some of the compounds tested; the hit share may differ from the screen's.

Start of the listing, in advance, 2 compounds:
canonical_smiles	DUSP3 inh	CCHFV vOTU inh	PrPC TRFRET	SARS 3CLpro inh	Anthrax LF inh2	BoNT-F LC inh	PriA SSB inh	BoNT-A LC inh2	MazEF act	Rv3671c inh
Cc1ccc(-n2nc3ccc(NC(=S)NC(=O)/C=C/c4ccco4)cc3n2)cc1	-10	-7	65*	2	0	2	9	0.5	5	-6
CC(C)OCCCNc1ncc2c(n1)CC(c1ccccc1)CC2=O (centres undefined)	11	-4	0	0	-1	-4	-5	-0.2	-3	11

The listing, from the first entry:
canonical_smiles	DUSP3 inh	CCHFV vOTU inh	PrPC TRFRET	SARS 3CLpro inh	Anthrax LF inh2	BoNT-F LC inh	PriA SSB inh	BoNT-A LC inh2	MazEF act	Rv3671c inh
Cc1ccc(-n2nc3ccc(NC(=S)NC(=O)/C=C/c4ccco4)cc3n2)cc1	-10	-7	65*	2	0	2	9	0.5	5	-6
CC(C)OCCCNc1ncc2c(n1)CC(c1ccccc1)CC2=O (centres undefined)	11	-4	0	0	-1	-4	-5	-0.2	-3	11
COc1ccc(CC(=O)NCc2nnc(SCc3ccc(C)cc3)n2C)cc1	21	-3	6	8	0	4	0	-0.3	4	-1
Cc1ccc(C(=O)OCC(=O)NC2CCCCCC2)c(C)c1	.	-5	3	.	4	12	-9	-0.7	-2	.
COc1cc([N+](=O)[O-])ccc1NC(=O)Nc1cccnc1	15	13	-27	-3	1	-1	-5	0.7	-3	-16
O=c1[nH]c(SCc2cccc(Cl)c2)nc2[nH]ncc12	6	14	8	1	-2	2	-11&-9	0.6	1	-2
COc1ccc(CC(C(=O)Nc2ccc(OC)cc2)c2nn[nH]n2)cc1 (centres undefined)	-5	9	10	5	4	-20	-11	1.1	3	2
CC(Cl)C(=O)Nc1cc(C(F)(F)F)ccc1N1CCOCC1 (centres undefined)	-16	7	-2	2	2	-9	-6	-1.1	-2	-5
CCN(CC)C(=O)c1cc(Cl)ccn1	0	-7	1	-4	-4	-8	-4	-0.9	-27	-2
Cc1c(C(=O)Nc2ccc(Cl)cc2)c2ccccn2c1C(=O)c1ccc(F)cc1	-17	1	4	5	0	7	-12	0.1	-3	9
CC(C)C(=O)N1CCN(CCN=Cc2c(O)n(C)c(=O)n(C)c2=O)CC1	16	-1	-1	0	-5	2	-16	0.3	4	-3
NC1=NC(=O)S/C1=C\c1ccc(O)cc1	3	24	-37	3	0	-2	4&-4	0.5	-3	-8
Cc1oc(-c2ccc3c(c2)OCCO3)cc1C(=O)NC(Cc1ccccc1)C(=O)O (centres undefined)	0	-7	6	2	0	-14	-2	-2.3	-1	1
Cc1ccc(NC(=O)ON=C2CCCC2)cc1	12	-9	5	3	-2	-10	-9	-0.7	3	4
CCn1c(CC(=O)Nc2ccc(C)cc2)nnc1SCC(=O)NCCc1ccccc1	17	-7	6	4	-1	-7	-5	-5.0	-5	13
CC(C)(C)c1ccc(CN(Cc2ccco2)Cc2nnnn2C2CCCC2)cc1	17	18	5	6	-6	1	-6	-0.5	-7	-8
Cc1noc(C)c1S(=O)(=O)N1CCN(c2ccccc2Cl)CC1	.	2	-7	.	3	-5	-10	-0.8	-1	.
CCc1cc(C(=O)NN2C(=O)NC3(CCCCC3)C2=O)sc1C	.	15	-7	.	-5	-6	.	0.3	1	3
O=C(Nc1ccnn1C1CCN(C(=O)c2ccc(F)c(Cl)c2)CC1)C1CC1	22	-2	-3	-5	1	-2	2	-1.1	2	-3
COc1cccc(NS(=O)(=O)NC(=O)c2cn(C)c3ccccc23)c1	9	-2	-2	5	-1	-5	9	-0.2	3	13
O=C(O)c1cnc2ccccc2n1	14	-7	-9	-6	-1	-23	-5&-6	1.5	3	-2
CCOC(=O)c1ccccc1NC(=O)CSC(C)C(=O)Nc1cc(C)on1 (centres undefined)	.	-9	3	.	16	23	14	2.5	3	1
c1ccc(CSc2ncnc3c2oc2ccccc23)cc1	.	14	4	2	-4	-27	-20	0.1	0	-2
Cc1ccc(NC(=S)Nc2cccc3ccccc23)cc1F	10	0	6	2	4	17	34	13	-6	-3
Cc1c(C(=O)OCC(=O)Nc2ccccc2OC(F)F)cccc1[N+](=O)[O-]	-3	-7	-1	1	-3	-1	8	-0.5	4	-3
CCOP(=O)(OCC)/C(=N/OC(=O)c1cccc([N+](=O)[O-])c1)C(N)=O	16	-14	-3	0	12	?	.	3.9	-5	3
COc1ccc(N2CCN(C(CNS(=O)(=O)c3ccc4c(c3)OCCO4)c3ccco3)CC2)cc1 (centres undefined)	19	12	7	4	-8	-9	37	-2.4	-2	-4
COC(c1ccc(Cl)cc1)(c1ccc(Cl)cc1)C(Oc1nccc(C)n1)C(=O)O (centres undefined)	9	-2	7	1	-10	-6	-3	3.8	-30	0
Cc1ccc(S(=O)(=O)NCCCCCCNS(=O)(=O)c2ccc(C)cc2)cc1	.	26	7	.	0	-2	.	-0.1	2	.
CN(C)S(=O)(=O)c1ccc(C(=O)NCC(C)(C)CN=C2NS(=O)(=O)c3ccccc32)cc1	35	10	-5	4	1	-1	-11	-5.0	12	2
Cc1sc(NC(=O)CSc2ncn(-c3ccccc3)n2)nc1-c1ccccc1	16	18	7	3	-1	0	-9	0.6	2	-25
COc1ccc(C(=O)N2c3ccccc3CC2C)cc1OC (centres undefined)	32	11	7	-6	-9	-19	-6	-2.3	-9	14
C#CC[N+](C)(C)CCCCCCCC	-7	7	-9	-5	0	-2	-4	-0.8	-5	9
COc1ccc(NC(=O)CSc2nc3c([nH]c4ccccc43)c(=O)n2C)cc1	14	12	7	-2	-7	-23	-1	-2.1	-1	-10
Nc1nonc1C(=O)NCCNS(=O)(=O)c1ccc(F)cc1	7	8	1	7	-2	-1	-19	0.2	-2	-12
Cc1cc(C(=O)Nc2ccccc2)c(C)o1	20	10	8	1	2	-4	3	-0.4	8	6
O=C(Nc1ccc2c(c1)OCCO2)c1ccc(Cl)c([N+](=O)[O-])c1	0	-4	-27	3	-1	-1	-3	-0.3	5	0
COc1ccc(/C=C/C(=O)N(C(C)C)C(C)C)cc1Br	-8	6	11	-6	-6	-8	-7	-0.1	4	3
COc1ccccc1C1(O)CCN(CC(=O)Nc2nc(-c3ccccc3)cs2)CC1	24	-7	3	2	-4	2	17	0.0	-5	5
Cc1ccc(S(=O)c2ccc([N+](=O)[O-])c3nonc23)cc1 (centres undefined)	.	32*	-3	.	4	0	.	4.5	375*	.
COc1ccc2cc3c(N)nn(C(=O)c4ccccc4[N+](=O)[O-])c3nc2c1	17	9	-22	3	-2	-10	5	-0.2	6	2
Nc1cccc(-c2cnc3ccccc3n2)c1	-11	-5	-9	-1	2	2	-11	-1.0	-18	-10
CCCCCn1nnc2c(=O)oc3ccccc3c21	-3	5	0	2	-3	-6	4	-0.3	7	-2
Cc1nc2scc(C)n2c(=O)c1S(=O)(=O)NCc1ccc(F)cc1	18	5	-4	2	-1	7	-17	-0.3	2	-2
O=C(Cn1nc(C(=O)O)c2ccccc2c1=O)Nc1cc(C(F)(F)F)ccc1-n1cncn1	.	-3	-1	.	-2	16	-6	6.8	14	-3
COC(=O)c1ccccc1S(=O)(=O)NCc1nc2nc(C)cc(C)n2n1	33	-2	-3	-5	7	4	-1	0.0	-4	-5
Nc1ncc([N+](=O)[O-])c(N2CCCCCC2)n1	35	9	-9	1	0	1	-9	0.9	-12	-1
O=C(Nc1ccccc1N1CCCC1)c1cccc(F)c1	17	-11	-6	-4	-10	-7	4	-5.5	13	3
CCOc1ccccc1C1C(C#N)=C(N)SC(N)=C1C#N	30	16	47*	1	21	51*	-8	24	-28	-6
O=C(CNc1cccc(S(=O)(=O)N2CCOCC2)c1)Nc1ccccc1F	19	-10	6	1	-3	-6	-6	-3.7	1	0

A draw from above in order of molar mass, low to high:
canonical_smiles	DUSP3 inh	CCHFV vOTU inh	PrPC TRFRET	SARS 3CLpro inh	Anthrax LF inh2	BoNT-F LC inh	PriA SSB inh	BoNT-A LC inh2	MazEF act	Rv3671c inh
Cc1cc(C(=O)Nc2ccccc2)c(C)o1	20	10	8	1	2	-4	3	-0.4	8	6
CCCCCn1nnc2c(=O)oc3ccccc3c21	-3	5	0	2	-3	-6	4	-0.3	7	-2
CCOc1ccccc1C1C(C#N)=C(N)SC(N)=C1C#N	30	16	47*	1	21	51*	-8	24	-28	-6
COc1ccc2cc3c(N)nn(C(=O)c4ccccc4[N+](=O)[O-])c3nc2c1	17	9	-22	3	-2	-10	5	-0.2	6	2
O=C(CNc1cccc(S(=O)(=O)N2CCOCC2)c1)Nc1ccccc1F	19	-10	6	1	-3	-6	-6	-3.7	1	0
Cc1ccc(S(=O)(=O)NCCCCCCNS(=O)(=O)c2ccc(C)cc2)cc1	.	26	7	.	0	-2	.	-0.1	2	.

Only SARS 3CLpro inh, for some of the entries so far:
| SMILES | SARS 3CLpro inh |
| --- | --- |
| COc1ccc(C(=O)N2c3ccccc3CC2C)cc1OC (centres undefined) | -6 |
| Nc1ncc([N+](=O)[O-])c(N2CCCCCC2)n1 | 1 |
| O=c1[nH]c(SCc2cccc(Cl)c2)nc2[nH]ncc12 | 1 |
| Cc1c(C(=O)Nc2ccc(Cl)cc2)c2ccccn2c1C(=O)c1ccc(F)cc1 | 5 |

Continuation.
canonical_smiles	DUSP3 inh	CCHFV vOTU inh	PrPC TRFRET	SARS 3CLpro inh	Anthrax LF inh2	BoNT-F LC inh	PriA SSB inh	BoNT-A LC inh2	MazEF act	Rv3671c inh
CCOC(=O)C1(Cc2cccc(OC)c2)CCN(Cc2cc(OC)ccc2OC)CC1	18	-8	-3	-1	3	3	10	-0.6	-7	-1
Cc1onc(-c2c(Cl)cccc2Cl)c1C(=O)NC1C(=O)N2C1SC(C)(C)C2C(=O)O (centres undefined)	25	-1	8	4	-2	2	-13	0.0	16	-6
[O-][n+]1ccccc1SCc1ccccc1	.	17	2	.	4	2	7	0.0	1	6
COC(=O)CCCC1=CC2=C(c3ccccc3)C(=O)C(C)(OC(=O)C3CCCC3)C(=O)C2=CN1c1ccccc1 (centres undefined)	15	7	-6	.	-10	-11	9	3.5	-1	-6
Cc1nn(C)cc1/C=N/NC(=O)C(C)(C)Oc1ccc(Cl)cc1	24	-5	0	0	-4	5	.	0.2	2	4
CC1CCN(C(=O)c2ncn(Cc3ccccc3)c2C(=O)N2CCC(C)CC2)CC1	.	14	5	.	8	-6	6	-0.1	-5	2
O=C(NCCO)c1scc2c1OCCO2	-14	2	3	-2	2	4	-8	1.0	5	6

A few values from above.
CCOC(=O)C1(Cc2cccc(OC)c2)CCN(Cc2cc(OC)ccc2OC)CC1 @ DUSP3 inh = 18
[O-][n+]1ccccc1SCc1ccccc1 @ CCHFV vOTU inh = 17
